Source: PubChem (National Center for Advancing Translational Sciences (NCATS))
TGFb SMAD3 inh = inhibitors of TGF-b signaling. HepG2 CAGA-GFP TGF-b/SMAD3 reporter, GFP fluorescence, 18 h; TGF-beta stimulated, 500 pg/mL final. Potency, µM (doses to about 46.1 µM), for inactives: top-dose activity, negative = inhibition, usual class: inhibitors. actives 1.2% (n = 410,000). AID 588855; note: potency is the fitted concentration of half-maximal effect; % is set by controls: 0 for no effect and ±100 for the full control effect; nearly all actives have a fitted effect of over 65% in size
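Smad-responsive CAGA-GFP expression was quantified in HEPG2 cells exposed to compounds and 500 pg/mL final TGF-beta for 18 h at 37 degrees C; unstimulated wells defined full inhibition.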
CCT modulator = modulators of cytosolic chaperonin (CCT/TRiC) activity. actives 0.3% (n = 360,000). purified chaperonin ATPase assay, HTRF ADP detection, 30 min. activity change, % (no concentration beside the values), hits read low. AID 651819; in the data active = activity change below about -30%; note: % is set by controls: 0 for no effect and ±100 for the full control effect
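Nucleotide hydrolysis assay: TRiC at 20–40 nM final (set by batch activity) with 10 uM ATP, 30 min at 37 °C, in presence of 76 uM compound. Detection by competitive ADP HTRF, 30 min ambient.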
Nrf2 block = inhibitors of Nrf2 signaling; actives 2.1% (n = 360,000); AID 504444; A549 ARE-Fluc reporter, luciferase luminescence, 18-24 h; Potency, µM (series often up to 46 µM), for inactives: at the highest dose activity change, negative = inhibition, actives largely listed as inhibitors; note: potency is the fitted concentration of half-maximal effect; % is set by controls: 0 for no effect and ±100 for the full control effect; nearly all actives have a fitted effect of over 60% in size
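Two sequential reads on A549 ARE_Fluc cells exposed to compound for 18-24 h: a CellTiter-Fluor fluorescence read for viability, then a luciferase luminescence read for Nrf2/ARE activity.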
EPAC2 antagonist = blocks human EPAC2 exchange factor | Q8WZA2 | EPAC2 GEF exchange of Rap1B-BODIPY-GDP, fluorescence | Potency, µM (series often up to 114 µM), inactives show at the highest dose activity, negative = inhibition, most hits filed as inhibitors | actives 0.18% (n = 360,000) | AID 720708; note: potency is the fitted concentration of half-maximal effect; % is set by controls: 0 for no effect and ±100 for the full control effect; nearly all actives have a fitted effect of over 45% in size; many of its hits are not listed in these tables
Target sequence (Q8WZA2 whole entry, looked up): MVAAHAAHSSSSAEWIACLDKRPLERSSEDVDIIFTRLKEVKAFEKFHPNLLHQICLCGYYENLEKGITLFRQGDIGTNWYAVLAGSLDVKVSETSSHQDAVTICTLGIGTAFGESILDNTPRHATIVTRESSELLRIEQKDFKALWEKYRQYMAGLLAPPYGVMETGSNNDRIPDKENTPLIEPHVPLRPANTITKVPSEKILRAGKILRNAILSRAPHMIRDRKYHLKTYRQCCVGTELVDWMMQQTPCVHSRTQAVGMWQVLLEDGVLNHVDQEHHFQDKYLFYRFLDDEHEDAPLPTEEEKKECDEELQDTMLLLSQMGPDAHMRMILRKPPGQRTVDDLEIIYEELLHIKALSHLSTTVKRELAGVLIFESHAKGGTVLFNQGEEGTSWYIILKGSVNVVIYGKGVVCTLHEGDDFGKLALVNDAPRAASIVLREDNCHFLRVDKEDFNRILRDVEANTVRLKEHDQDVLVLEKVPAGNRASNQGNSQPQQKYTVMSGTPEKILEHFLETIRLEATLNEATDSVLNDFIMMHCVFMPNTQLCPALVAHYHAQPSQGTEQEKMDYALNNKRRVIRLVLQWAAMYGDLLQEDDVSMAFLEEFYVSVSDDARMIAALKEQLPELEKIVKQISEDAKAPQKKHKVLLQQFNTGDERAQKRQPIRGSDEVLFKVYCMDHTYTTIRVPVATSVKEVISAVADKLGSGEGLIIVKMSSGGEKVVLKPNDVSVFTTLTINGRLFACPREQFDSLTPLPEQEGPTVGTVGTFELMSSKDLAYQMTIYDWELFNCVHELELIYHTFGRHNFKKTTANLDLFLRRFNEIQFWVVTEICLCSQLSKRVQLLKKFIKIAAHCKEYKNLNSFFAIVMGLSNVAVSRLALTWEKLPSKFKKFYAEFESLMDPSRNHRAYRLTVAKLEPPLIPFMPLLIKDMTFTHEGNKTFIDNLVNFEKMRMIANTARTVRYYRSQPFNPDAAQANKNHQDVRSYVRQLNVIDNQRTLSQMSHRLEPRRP
A549 viability = counter-screen for Nrf2 inhibitors: cytotoxicity in A549 cells | AID 504648 | Potency, µM (top dose mostly 46 µM), for inactives: at the highest dose activity change, negative = cytotoxicity, usual class: inhibitors | actives 0.16% (n = 390,000) | A549 ARE-Fluc cells, CellTiter-Fluor viability, 18-24 h; note: potency is the fitted concentration of half-maximal effect; % is set by controls: 0 for no effect and ±100 for the full control effect
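Cytotoxicity counterscreen: CellTiter-Fluor fluorescence was measured in A549 ARE_Fluc cells after 18-24 h of compound exposure in a concentration series. The subsequent BugLite luminescent read reports ARE-luciferase activity.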
Nrf2 ARE act = activators of Nrf2 (ARE) signaling | AREc32 ARE-luciferase reporter (MCF7-derived line), luminescence, 24 h | Potency, µM (doses to about 46.1 µM), without a hit: top-dose activation, most hits filed as activators | actives 0.31% (n = 410,000) | AID 624171; note: potency is the fitted concentration of half-maximal effect; % of control where 0% means no effect; nearly all actives have a fitted effect of over 65% in size
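Reporter line AREc32 (ARE-Fluc), seeded overnight in OPTI-MEM with 5% FBS; compound pin-transferred, 24 hr at 37 deg C, 5% CO2; luminescent read-out.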
Mm-Cpn inhibitor = M. maripaludis TRiC chaperonin inhibition | purified Mm-Cpn ATPase, ADP Transcreener TR-FRET | Potency, µM (top dose mostly 76.9 µM), for the others: at the top dose activity, negative = inhibition, most hits filed as inhibitors | actives 0.031% (n = 330,000) | AID 504842; note: potency is the fitted concentration of half-maximal effect; % is set by controls: 0 for no effect and ±100 for the full control effect; nearly all actives have a fitted effect of over 80% in size
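25 nM Mm-CPN + cpd, 10 min 37°C; + 10 uM ATP, 30 min 37°C; buffer 30 mM Tris pH 7.4, 100 mM KCl, 5 mM MgCl2, 1 mM DTT; Transcreener ADP HTRF detection 30 min RT.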
EPAC2 ag = activates human EPAC2 exchange factor | Q8WZA2 | EPAC2 activation, biochemical qHTS; response scale: 100% = 6.5 mM cAMP response | Potency, µM (titrated, usually from 154 µM), inactives show at the top dose activation, hits mostly activators | actives 0.079% (n = 360,000); note: potency is the fitted concentration of half-maximal effect; nearly all actives have a fitted effect of over 50% in size
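Setup: EPAC2 100 nM, labeled Rap1B complex 250 nM, free GDP 50 uM. Compound titrations pinned in, brief spin, 5 min room temperature incubation. Kinetic fluorescence read over 30 min, normalized to 6.5 mM cAMP.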
Akt phos inh = blocks phosphorylation of Akt; activity change, % for hits at 50 µM; Neuro2A IGF-stimulated pAkt S473 HTRF, 20 min; active compounds read low; AID 651550; actives 0.32% (n = 360,000); in the data active = activity change below about -80%; inconclusive = mostly about -51% to -80%; note: % is set by controls: 0 for no effect and ±100 for the full control effect
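Neuro2A cells in DMEM with 0.5% FBS, overnight at 37 deg C, given compound at single 50 µM final, then IGF (6 nM final) for 20 min at 37 deg C. Lysed; phospho-Akt Ser473 by HTRF after 24 h, 665/615 ratio.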
* hit, by the source's call; [ ] = remark or other dose. Unless noted, calls come from the whole dose curve; as a rule, active = well fitted curve in the direction sought with a large enough effect; inconclusive = small, poorly fitted or top-dose-only effect, or another doubt; inactive = no such curve, though single readings can be large; an effect the other way counts as inactive or inconclusive.

How did Cc1cccnc1NC(=O)CSc1nnc(COc2ccc(C(C)C)cc2)n1C do in these assays?
TGFb SMAD3 inh: 5%; CCT modulator: -6.0; Nrf2 block: 3%; EPAC2 antagonist: -3%; A549 viability: 3%; Nrf2 ARE act: -0.3%; Mm-Cpn inhibitor: 0%; EPAC2 ag: -9%; Akt phos inh: inactive

Results for CC[C@]12c3[nH]c4ccccc4c3CCN1C(=O)C(CC(=O)NC/C=C(\C)CCC=C(C)C)C[C@@H]2C(=O)N1CCN(C(=O)C2CC2)CC1 (some centres undefined) ?
TGFb SMAD3 inh: inconclusive; CCT modulator: 1.1; Nrf2 block: -27%; EPAC2 antagonist: -9%; A549 viability: -25%; Nrf2 ARE act: 7.6%; Mm-Cpn inhibitor: 2%; EPAC2 ag: -3%; Akt phos inh: inactive

How did CCOC(=O)c1sc(NC(=O)CN2C(=O)c3cccc4cccc(c34)C2=O)nc1C do in these assays?
TGFb SMAD3 inh: -1%; CCT modulator: -1.3; Nrf2 block: -34%; EPAC2 antagonist: -1%; A549 viability: 1%; Nrf2 ARE act: -0.7%; Mm-Cpn inhibitor: 1%; EPAC2 ag: 7%; Akt phos inh: inactive

Results for Cn1cc(Cl)c(-c2n[nH]c(=S)n2C2CCCCC2)n1 ?
TGFb SMAD3 inh: -13%; CCT modulator: -3.0; Nrf2 block: 10%; EPAC2 antagonist: 3%; A549 viability: 0%; Nrf2 ARE act: -0.3%; Mm-Cpn inhibitor: 0%; EPAC2 ag: -5%; Akt phos inh: inactive

How did Cc1cc(C)cc(NC(=O)c2cccc(NC3=NC4CS(=O)(=O)CC4S3)c2)c1 (centres undefined) do in these assays?
TGFb SMAD3 inh: -3%; CCT modulator: -1.5; Nrf2 block: 5%; EPAC2 antagonist: 5%; A549 viability: 15%; Nrf2 ARE act: -0.2%; Mm-Cpn inhibitor: -1%; EPAC2 ag: 1%; Akt phos inh: inactive

What do the screens show for `Cc1ccc(OCC(=O)Nc2ccc3nc(SCC(=O)N4CCOCC4)sc3c2)cc1`?
TGFb SMAD3 inh: 0%; Nrf2 block: inconclusive; A549 viability: -14%; Nrf2 ARE act: 4.5%

What do the screens show for `O=C1CNCc2[nH]c3ccccc3c2N1c1ccccc1`?
TGFb SMAD3 inh: 4%; CCT modulator: -0.5; Nrf2 block: -14%; EPAC2 antagonist: -4%; A549 viability: 9%; Nrf2 ARE act: 2.5%; Mm-Cpn inhibitor: 1%; EPAC2 ag: 9%; Akt phos inh: inactive

What do the screens show for `Cc1ccccc1OCCSc1nc(N(C)C)nc(N(C)C)n1`?
TGFb SMAD3 inh: 2%; CCT modulator: -1.2; Nrf2 block: inconclusive; EPAC2 antagonist: -12%; A549 viability: 1%; Nrf2 ARE act: -0.1%; Mm-Cpn inhibitor: 0%; EPAC2 ag: 2%; Akt phos inh: inactive

How did O=C(Cc1ccccc1)N1O[C@H]2C=C[C@@H]1CC2 do in these assays?
TGFb SMAD3 inh: 8%; CCT modulator: 0.4; Nrf2 block: 15%; EPAC2 antagonist: 1%; A549 viability: -4%; Nrf2 ARE act: 1.2%; Mm-Cpn inhibitor: -1%; EPAC2 ag: 7%; Akt phos inh: inactive

Results for CCOC(=O)C1CCCN(C(=O)CCc2ccccc2)C1 (centres undefined) ?
TGFb SMAD3 inh: inconclusive; CCT modulator: 1.0; Nrf2 block: inconclusive; EPAC2 antagonist: -1%; A549 viability: 2%; Nrf2 ARE act: -0.3%; Mm-Cpn inhibitor: 0%; EPAC2 ag: 8%; Akt phos inh: inactive

How did CCOC(=O)c1ccccc1NC(=O)Cn1c(=O)n(-c2cccc(C)c2)c(=O)c2c1c1cc(C)ccc1n2C do in these assays?
TGFb SMAD3 inh: inconclusive; Nrf2 block: 10%[9.27 µM]; A549 viability: 9%; Nrf2 ARE act: -0.1%

How did CCOC(=O)C1CCN(C(=O)C2CCCN2S(=O)(=O)c2ccc(Cl)cc2)CC1 (centres undefined) do in these assays?
TGFb SMAD3 inh: -20%; CCT modulator: -2.9; Nrf2 block: 1%; EPAC2 antagonist: 19%; A549 viability: -2%; Nrf2 ARE act: -0.9%; Mm-Cpn inhibitor: -1%; EPAC2 ag: 7%; Akt phos inh: inactive

What do the screens show for `O=C(CSc1nnc(-c2ccco2)n1-c1ccccc1)NCc1ccc2c(c1)OCO2`?
TGFb SMAD3 inh: 1%; CCT modulator: 0.9; Nrf2 block: -20%; EPAC2 antagonist: 1%; A549 viability: -1%; Nrf2 ARE act: -0.8%; Mm-Cpn inhibitor: 0%; EPAC2 ag: 8%; Akt phos inh: inactive

Results for Cc1ccccc1OCCn1c(C)nc2ccccc21 ?
TGFb SMAD3 inh: -22%; CCT modulator: -1.2; Nrf2 block: 8.2µM*; EPAC2 antagonist: -12%; A549 viability: 3%; Nrf2 ARE act: -0.8%; Mm-Cpn inhibitor: 1%; EPAC2 ag: 0%; Akt phos inh: inactive

What do the screens show for `CCCC(=O)n1nc(-c2ccco2)nc1SCc1ccccc1`?
TGFb SMAD3 inh: -1%; CCT modulator: -0.9; Nrf2 block: 10%; EPAC2 antagonist: 7%; A549 viability: 1%; Nrf2 ARE act: 3.7%; Mm-Cpn inhibitor: 2%; EPAC2 ag: 6%; Akt phos inh: inactive

Results for COc1ccccc1NC(=O)NCC(=O)Nc1c(C)cccc1C ?
TGFb SMAD3 inh: -24%; CCT modulator: -0.9; Nrf2 block: 0%; EPAC2 antagonist: 3%; A549 viability: -5%; Nrf2 ARE act: 0.3%; Mm-Cpn inhibitor: 3%; EPAC2 ag: 5%; Akt phos inh: inactive

Results for COC(=O)c1ccc(N=Cc2c(C(F)(F)F)[nH][nH]c2=O)cc1 ?
TGFb SMAD3 inh: 3%; CCT modulator: -0.4; Nrf2 block: 11%; EPAC2 antagonist: 1%; A549 viability: -1%; Nrf2 ARE act: 0.3%; Mm-Cpn inhibitor: -1%; EPAC2 ag: 5%; Akt phos inh: inactive

What do the screens show for `Cc1noc(C)c1S(=O)(=O)N1CCN(c2ccc([N+](=O)[O-])cc2)CC1`?
TGFb SMAD3 inh: 5%; CCT modulator: -2.1; Nrf2 block: -3%; EPAC2 antagonist: 2%; A549 viability: -1%; Nrf2 ARE act: 3.4%; Mm-Cpn inhibitor: 1%; EPAC2 ag: 9%; Akt phos inh: inactive

What do the screens show for `COC(=O)C(=Nc1ccccc1)/C(C(=O)C(=O)N(C)c1ccccc1)=C(\O)c1ccccc1`?
TGFb SMAD3 inh: -1%; CCT modulator: 0.1; Nrf2 block: 5%; EPAC2 antagonist: -3%; A549 viability: 6%; Nrf2 ARE act: 6.5%; Mm-Cpn inhibitor: 0%; EPAC2 ag: 10%; Akt phos inh: inactive

What do the screens show for `CCOC(=O)c1ccc(NC(=O)c2ccc3c(c2)OCO3)cc1`?
TGFb SMAD3 inh: -3%; CCT modulator: -2.8; Nrf2 block: 5%; EPAC2 antagonist: 5%; A549 viability: -8%; Nrf2 ARE act: 0.3%; Mm-Cpn inhibitor: 2%; EPAC2 ag: -4%; Akt phos inh: inactive

A portion from the list above, for reference:
How did Cc1cccnc1NC(=O)CSc1nnc(COc2ccc(C(C)C)cc2)n1C do in these assays?
TGFb SMAD3 inh: 5%; CCT modulator: -6.0; Nrf2 block: 3%; EPAC2 antagonist: -3%; A549 viability: 3%; Nrf2 ARE act: -0.3%; Mm-Cpn inhibitor: 0%; EPAC2 ag: -9%; Akt phos inh: inactive

Results for CC[C@]12c3[nH]c4ccccc4c3CCN1C(=O)C(CC(=O)NC/C=C(\C)CCC=C(C)C)C[C@@H]2C(=O)N1CCN(C(=O)C2CC2)CC1 (some centres undefined) ?
TGFb SMAD3 inh: inconclusive; CCT modulator: 1.1; Nrf2 block: -27%; EPAC2 antagonist: -9%; A549 viability: -25%; Nrf2 ARE act: 7.6%; Mm-Cpn inhibitor: 2%; EPAC2 ag: -3%; Akt phos inh: inactive

Going on with the list:
What do the screens show for `Cc1ccc(C)c(-c2csc(-c3c(N)c(C(=O)c4ccc5c(c4)OCO5)n4ccccc34)n2)c1`?
TGFb SMAD3 inh: inconclusive; Nrf2 block: -2%; A549 viability: -13%; Nrf2 ARE act: -0.8%

Results for CCc1ccc(-n2c(=O)c3c(C)c(C(=O)N(C)C)sc3n(CC(=O)NCC3CCCO3)c2=O)cc1 (centres undefined) ?
TGFb SMAD3 inh: 6%; CCT modulator: -3.7; Nrf2 block: -14%; EPAC2 antagonist: 4%; A549 viability: -10%; Nrf2 ARE act: -1.0%; Mm-Cpn inhibitor: 2%; EPAC2 ag: 7%; Akt phos inh: inactive

Results for CN(C)c1ccc(C(=O)OCc2cc(=O)n3ccsc3n2)cc1 ?
TGFb SMAD3 inh: -21%; CCT modulator: -19; Nrf2 block: inconclusive; EPAC2 antagonist: 0%; A549 viability: -1%; Nrf2 ARE act: 0.4%; Mm-Cpn inhibitor: 1%; EPAC2 ag: -2%; Akt phos inh: inactive

How did CC(=O)c1ccc(OCc2c(-c3ccccc3)nnn2CC(=O)NS(=O)(=O)c2ccccc2C)cc1 do in these assays?
TGFb SMAD3 inh: -8%; CCT modulator: -0.6; EPAC2 antagonist: 10%; Nrf2 ARE act: 0.1%; EPAC2 ag: 1%; Akt phos inh: inactive

How did Cc1ccc(CS(=O)(=O)c2ncn[nH]2)cc1 do in these assays?
TGFb SMAD3 inh: 12%; CCT modulator: -2.3; Nrf2 block: -16%; EPAC2 antagonist: 15%; A549 viability: -4%; Nrf2 ARE act: -0.1%; Mm-Cpn inhibitor: -1%; EPAC2 ag: -3%; Akt phos inh: inactive

Results for O=C(CCNS(=O)(=O)c1cccc(C(F)(F)F)c1)NC1CC1 ?
TGFb SMAD3 inh: 11%; CCT modulator: 1.2; Nrf2 block: 4%; EPAC2 antagonist: -4%; A549 viability: -2%; Nrf2 ARE act: 1.5%; Mm-Cpn inhibitor: 3%; EPAC2 ag: 5%; Akt phos inh: inactive

Only part of the results is shown (hit frequency here may not be typical).
